# Compound activity (PubChem)
# TCR-CD3 inh: inhibitors of human TCR-CD3 interaction, primary screen, biochemical, fluorescence, TAMRA-labeled TCR probe. T-cell receptor (TCR). inhibition, % at 9.4 µM. actives 0.37% (n = 360,000). AID 651800, 2012; in the data active = inhibition above about 19%;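 note: recombinant mutant TCR 2C K166C tagged with TAMRA read by polarization; 0% = receptor in buffer alone and 100% = receptor with positive control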
# LEDGF integ inh: blockers of LEDGF/p75-dependent integrase strand transfer – biochemical, TR-FRET, high throughput, primary screen; HIV-1 integrase (with human LEDGF/p75); TR-FRET IN-LEDGF/p75 DNA integration, Eu/Cy5; inhibition, % at 3.7 µM; actives 0.64% (n = 370,000); AID 743269, 2014;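 active = inhibition above the screen-wide mean plus 3 SD, cut at about 13% in these data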;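 note: signal is the Cy5 over europium emission ratio at 671 and 618 nm; 0% = plate median of compound wells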
# HTRA1 inh: HTRA1 serine protease inhibitors, primary screen, biochemical, fluorescence polarization, HTS. recombinant HTRA1, FP-rhodamine activity-based probe. inhibition, % at 5.96 µM. actives 0.5% (n = 340,000); in the data active = inhibition above about 36%;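 note: 0% = enzyme with DMSO and 100% = wells lacking enzyme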
# NR1D1 modulator: modulators of Rev-erb alpha DNA binding, primary screen, biochemical, FITC-DNA, fluorescence polarization, uHTS; Nuclear receptor subfamily 1 group D member 1 (Homo sapiens), P20393; Rev-erbα–FITC-DNA binding, 90 min; activity, % at 10 µM; actives 0.79% (n = 370,000);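 active = activity above about 14%, limit read from the data; passing the limit was not always enough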;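 note: 0% = DMSO wells with 35 nM protein and 100% = DMSO wells with 750 nM protein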
# Target sequence (P20393 whole entry, looked up): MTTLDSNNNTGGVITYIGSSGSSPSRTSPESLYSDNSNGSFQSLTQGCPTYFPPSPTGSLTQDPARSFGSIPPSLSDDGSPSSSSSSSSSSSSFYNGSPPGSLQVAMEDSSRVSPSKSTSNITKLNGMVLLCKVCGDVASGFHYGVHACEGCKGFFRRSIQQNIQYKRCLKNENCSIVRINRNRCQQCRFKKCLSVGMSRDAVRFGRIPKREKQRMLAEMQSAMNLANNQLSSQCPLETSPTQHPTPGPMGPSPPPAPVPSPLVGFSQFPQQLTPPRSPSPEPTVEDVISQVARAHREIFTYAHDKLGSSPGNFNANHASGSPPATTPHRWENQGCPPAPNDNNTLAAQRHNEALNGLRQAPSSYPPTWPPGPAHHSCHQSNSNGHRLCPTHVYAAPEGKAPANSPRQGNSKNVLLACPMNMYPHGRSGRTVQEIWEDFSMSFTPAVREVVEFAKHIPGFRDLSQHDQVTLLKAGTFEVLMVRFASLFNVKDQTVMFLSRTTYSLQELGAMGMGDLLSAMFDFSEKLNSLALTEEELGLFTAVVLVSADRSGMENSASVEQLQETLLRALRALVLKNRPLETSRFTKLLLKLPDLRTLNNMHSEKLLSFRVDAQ
# PRMT1 inh: PRMT1 methyltransferase inhibitors, primary screen, biochemical, fluorescence polarization; AID 652257, 2013; actives 1.3% (n = 370,000); recombinant PRMT1, activity-based probe fluorescence polarization; inhibition, % at 2.79 µM;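 active = inhibition above about 21% made by adding two undisclosed values, limit read from the data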
# PG9 binder: binders of HIV-1 gp120 antibody PG9, primary screen, biochemical, TR-FRET | HIV-1 gp120 / PG9 antibody interaction | TR-FRET gp120-PG9 antibody binding | inhibition, % at 6.7 µM | actives 0.43% (n = 360,000); in the data active = inhibition above about 8.5%
# ABHD4 inh: ABHD4 inhibitors, primary screen, biochemical, fluorescence polarization, mouse; (Lyso)-N-acylphosphatidylethanolamine lipase (Mus musculus), Q8VD66; purified mABHD4, FP-Rh probe fluorescence polarization; inhibition, % at 8.92 µM; actives 0.54% (n = 370,000);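 active = inhibition exceeding the mean over every tested compound plus 3 SD, cut at about 30% in these data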;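 note: 0% = plate median of compound wells and 100% = S159A mutant with DMSO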
# Target sequence (Q8VD66 whole entry, looked up): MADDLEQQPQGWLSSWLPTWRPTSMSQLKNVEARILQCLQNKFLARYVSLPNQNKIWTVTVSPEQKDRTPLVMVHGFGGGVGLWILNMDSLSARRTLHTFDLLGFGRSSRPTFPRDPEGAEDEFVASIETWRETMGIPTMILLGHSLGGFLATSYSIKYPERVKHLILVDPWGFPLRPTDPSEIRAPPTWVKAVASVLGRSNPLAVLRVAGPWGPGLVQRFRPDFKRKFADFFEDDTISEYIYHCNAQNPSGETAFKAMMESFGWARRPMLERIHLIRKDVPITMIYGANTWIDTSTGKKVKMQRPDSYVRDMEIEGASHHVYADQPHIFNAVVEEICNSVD
#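 Test system: mABHD4 protein; Read-out basis: % inhibition; Incubation: 45 min + 60 min at 25 °C; Repeats: single replicate; Technique: fluorescence polarization with parallel and perpendicular emission, 525/598 nm; Compound: 8.92 µM, single dose; Benchmarks: full inhibition S159A mutant plus DMSO, zero as sample-well median.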
# UHRF1 MBD2 ctr: UHRF1 methylated DNA binding inhibitors, primary screen, counter-screen for MBD2 inhibitor project, biochemical, TR-FRET, human UHRF1, single concentration. inhibition, % at 4.4 µM. UHRF1 binding to methylated oligo. actives 0.75% (n = 370,000). AID 687016, 2013; in the data active = inhibition above about 21%;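 note: UHRF1 SRA domain binding a hemimethylated CpG hairpin DNA probe; 0% = median of test compound wells and 100% = reference inhibitor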
# MBD2 inh: inhibitors of MBD2 binding to methylated DNA, primary screen, biochemical, TR-FRET, DNA-binding domain, human. MBD2 binding to methylated oligonucleotide. actives 0.31% (n = 370,000). AID 686964, 2013. Methyl-CpG-binding domain protein 2 (Homo sapiens), Q9UBB5. inhibition, % at 4.4 µM; in the data active = inhibition above about 13%
# rCAG binder: binders of r(CAG) RNA repeats, primary screen, biochemical, fluorescence. inhibition, % at 3 µM. AID 651821, 2012. actives 1.3% (n = 370,000). r(CAG) RNA repeat, TO-PRO-1 dye displacement fluorescence;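 active = inhibition above the plate cutoff, the mean of all test compounds on that plate plus 3 SD, cut at about 35% in these data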;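 note: 0% = DMSO alone and 100% = 100 µM mitoxantrone as full dye displacement; higher means more dye released from RNA so lower well fluorescence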
# The depositor's hits bear a star; / = not tested or not shown; & = joins results of further samples. An excerpt; count on the stated rates, not on these rows.
SMILES,TCR-CD3 inh,LEDGF integ inh,HTRA1 inh,NR1D1 modulator,PRMT1 inh,PG9 binder,ABHD4 inh,UHRF1 MBD2 ctr,MBD2 inh,rCAG binder
Cc1ccc(C)c(Cn2c(=O)c3c(nc4n3CCN4Cc3ccco3)n(C)c2=O)c1,3.0,1.5,-8.5,-2.1,-1.4,-1.8,-1.2,2.2,-0.8,-0.5
CCOC(=O)c1c(C)[nH]c(C)c1S(=O)(=O)N(C)CC(=O)NCc1ccc(C)cc1,6.7,0.8,1.8,-1.8,-0.6,0.6,4.9,0.1,-5.5,-2.8
COc1ccc(CNC(=S)NCc2ccc(Cl)cc2)cc1OC,8.8,2.1,-3.6,-5.5,-0.3,-1.9,4.8,-2.8,-2.3,-0.8
CCOC(=O)C1CCN(C(=O)COC(=O)c2nn(C)c(=O)c3ccccc23)CC1,16.8,1.4,3.4,6.3,-1.2,0.3,0.7,-0.9,-3.6,-5.6
CCN1CCN(C(c2nnnn2Cc2ccc3c(c2)OCO3)C(C)C)CC1 (stereo unspecified),-0.1,-0.5,14.3,-0.8,-1.4,0.9,1.5,-0.6,5.5,-2.7
CCOC(=O)C(C)n1cnc2scc(-c3ccc(C)cc3)c2c1=O (stereo unspecified),1.2,9.0,0.2,-4.4,-3.6,-2.6,-13.1,2.2,-4.2,-4.3
N/C(=N/OCC(=O)Nc1cccc2ccccc12)c1nonc1N,2.9,1.1,3.1,5.9,-2.9,2.4,-0.8,-1.7,0.3,2.3
Cc1ccc(NS(=O)(=O)c2ccc(C)c(C(=O)NCC(c3ccccc3)N(C)C)c2)cc1 (stereo unspecified),-3.7,-3.9,-7.0,6.1,2.4,-1.1,-2.6,-3.4,2.4,2.5
O=C(c1ccccc1)C(O)(CN1CCCCC1)c1ccccc1 (stereo unspecified),6.8,-1.6,-6.1,-9.5,-4.1,-0.7,4.0,-0.7,2.8,2.2
CCN(CC)CCNC(=O)CN1C(=O)CSc2ccc(S(=O)(=O)N3CCOCC3)cc21,-3.2,-4.9,7.8,-1.3,-0.4,-0.3,1.3,5.2,2.6,-1.2
CCOc1cc(CN2CCN(c3ncccn3)CC2)ccc1OC,0.5,1.3,11.6,-4.3,-2.8,0.7,8.1,-2.2,2.3,-9.9
CC(C)c1ccc(Nc2ccc(C(=O)O)cc2[N+](=O)[O-])cc1,2.6,-1.3,-0.8,9.3,-0.1,0.5,60.8*,4.3,-4.1,21.1
Cc1ccc2cc3cc(C(=O)NCc4ccco4)oc3nc2c1,4.9,2.4,-7.9,2.8,5.0,1.1,-5.9,-1.2,5.0,6.3
O=C(Nc1cccc(-c2csc(Nc3cccc(C(F)(F)F)c3)n2)c1)c1ccccc1,3.4,-2.7,-22.1,4.7,8.3,-1.1,-35.0,6.7,0.2,19.6
C#CCOCCOCCOCCNc1nc(N2CCN(C(=O)[C@H]([C@@H](C)CC)n3cc(CCCCN)nn3)CC2)nc(N2CCN(C(=O)[C@H](Cc3ccc(O)cc3)n3cc(CCO)nn3)CC2)n1,/,1.7,/,-1.3,-6.6,/,-0.8,5.4,3.8,/
COCc1c(C(=O)N/N=C/C2CC=CCC2)nnn1-c1nonc1N (stereo unspecified),6.4,2.3,1.1,-3.0,-2.8,-0.9,3.8,-1.1,-4.0,-1.4
Oc1ccc(/C=N/Nc2nccnc2Cl)cc1,0.9,-1.1,2.5,1.1,1.9,-0.9,6.6,-1.0,-4.5,-1.5
Cc1ccc2c(c1)[C@H]1[C@H](CO2)[C@H](c2ccccc2)[C@]2(C)C(=O)N(Cc3ccco3)CC(=O)N12,5.3,2.7,-10.4,0.9,13.9,2.6,3.9,2.9,-5.8,6.5
Cc1ccc(NC(=S)N2CCN(S(C)(=O)=O)CC2)cc1C,2.3,-1.5,5.2,6.9,1.0,-0.6,-4.5,-0.4,-4.9,-1.9
CCc1cc(C(=O)Nc2ccc(S(=O)(=O)NC3=NCCCCC3)cc2)sc1C,1.7,0.0,-23.2,-15.5,-2.3,-1.2,-4.5,1.1,1.2,16.7
CN(C)c1nc(=S)nc(NCc2ccccc2)[nH]1,-7.0,-4.2,2.4,-4.5,11.5,1.2,4.6,0.3,-0.4,0.7
CCOC(=O)N1CCN(C(=O)/C(=C/c2ccc(Cl)cc2)NC(=O)c2ccccc2)CC1,-10.2,-4.8,-5.2,0.7,5.2,-0.9,4.5,-0.6,4.0,-8.9
O=C(CS(=O)(=O)c1c[nH]c2ccccc12)N1CCCCCC1,4.3,0.6,2.2,0.8,0.5,0.0,0.5,1.4,-1.0,-2.7
O=C(Nc1ccccn1)c1ccc(COc2ccccc2Cl)o1,6.3,-1.9,-11.3,-5.9,0.9,1.1,-9.7,-0.3,-3.3,0.7
COc1ccc(-c2nc3ccccn3c2Cl)cc1,2.3,3.2,-3.2,-0.3,-2.6,-2.0,-7.0,0.2,-1.9,-0.8
O=C(NC1CCCc2c1cnn2-c1ccc(F)cc1F)c1ccccc1N1CCOCC1 (stereo unspecified),1.9,-0.4,1.3,5.5,-2.7,0.5,-4.2,5.1,3.0,-8.2
CCCn1cc(C(=O)OCC)c(=O)c2cc(F)c(F)cc21,-7.7,-2.1,/,3.7,3.5,0.3,4.5,1.4,1.5,-0.2
CCOc1ccccc1/C=N/n1c(COc2ccccc2)n[nH]c1=S,-8.8,2.0,-3.3,-2.1,13.6,-0.7,-0.3,-0.1,-0.1,21.9
Cc1cc(N=NC(=O)c2ccccc2O)c2ccccc2c1O,-5.7,-3.8,2.5,-1.9,1.4,-8.9,11.0,-8.9,-10.0,4.2
O=C(COC(=O)Cc1ccc(Br)cc1)Nc1c(F)c(F)c(F)c(F)c1F,0.9,0.6,-1.1,1.1,-0.9,-0.7,-5.3,0.7,-1.2,2.4

# Taken from above:
# Value for `O=C(COC(=O)Cc1ccc(Br)cc1)Nc1c(F)c(F)c(F)c(F)c1F` in HTRA1 inh: -1.1
# Value for `Cc1ccc2c(c1)[C@H]1[C@H](CO2)[C@H](c2ccccc2)[C@]2(C)C(=O)N(Cc3ccco3)CC(=O)N12` in MBD2 inh: -5.8
# Value for `CCc1cc(C(=O)Nc2ccc(S(=O)(=O)NC3=NCCCCC3)cc2)sc1C` in MBD2 inh: 1.2
# Value for `CCOc1ccccc1/C=N/n1c(COc2ccccc2)n[nH]c1=S` in NR1D1 modulator: -2.1

# Continuation:
SMILES,TCR-CD3 inh,LEDGF integ inh,HTRA1 inh,NR1D1 modulator,PRMT1 inh,PG9 binder,ABHD4 inh,UHRF1 MBD2 ctr,MBD2 inh,rCAG binder
CC(Oc1ccccc1F)C(=O)NNC(=O)Cc1ccc(S(=O)(=O)N2CCOCC2)s1 (stereo unspecified),-7.2,1.8,6.7,-13.0,1.0,-0.6,0.3,1.0,0.4,12.8
Cc1ccc(C)c(NC(=S)Nc2cccnc2)c1,2.2,1.6,0.7,3.1,-1.6,-1.9,-3.6,-1.1,-1.9,-2.2
COCCN(C(=O)CSc1nnc(-c2ccc(Cl)cc2)o1)c1c(N)n(CC(C)C)c(=O)[nH]c1=O,-1.5,3.6,1.0,5.9,-3.3,-2.1,0.9,-0.2,-5.5,-2.3
OC(CCCN1CCCCC1)(c1ccccc1)c1ccc(C(F)(F)F)cc1 (stereo unspecified),-1.5,-3.1,-6.3,0.7,2.7,-1.4,0.9,1.8,3.4,-0.1
Cc1ccccc1C1NC(=O)c2ccccc2O1 (stereo unspecified),-2.5,5.9,4.3,-6.4,-7.5,0.8,1.4,-1.0,-4.4,-3.3
NS(=O)(=O)c1cc2c(cc1Cl)NC(CSCc1ccccc1)=NS2(=O)=O,-0.2,2.8,5.4,2.0&-0.6,-2.1,-2.8,-8.8,-0.2,-1.4,9.3
O=C(NCCN1CCN(c2ccccc2)CC1)Nc1ccc(Cl)cc1,4.6,3.6,-1.3,0.2,0.5,0.6,-2.0,2.1,-0.3,2.4
C=CCNC(=S)NNC(=O)c1csc(C)c1C,-0.4,-7.7,4.9,-3.4,0.5,2.0,0.7,2.5,8.1,2.5
Cc1ccc(-n2c(=O)[nH]c3c(oc4ccccc43)c2=O)cc1,3.9,-2.9,-1.9,1.3,2.4,-1.6,3.2,4.2,-1.1,-2.1
CC(NC(=O)Cc1ccc(Br)cc1)c1ccccc1 (stereo unspecified),-1.8,-7.1,-3.5,-2.0,2.6,-1.3,-6.8,1.5,1.9,-5.7
O=C(Nc1ccccc1C(=O)OC1CCOC1=O)c1ccco1 (stereo unspecified),0.6,-1.9,-2.9,4.4,2.9,-1.1,-3.3,2.6,1.5,3.1
O=C(NCc1cccnc1)C1CC(=O)N(c2ccc(Cl)cc2)C1 (stereo unspecified),5.3,3.1,-3.4,3.0,0.1,1.8,-8.3,-0.1,-0.6,0.3
O=C(Nc1ccc(N2CCOCC2)cc1N1CCOCC1)c1ccc(Cl)cc1,-3.4,-1.9,3.0,-5.3,1.1,-2.8,11.4,1.3,5.4,-1.8
Cc1cc(S(=O)(=O)N2CCN(C(=O)CCC(=O)N3CCOCC3)CC2)ccc1Br,2.1,0.2,-0.8,-2.9,-1.0,0.8,3.1,1.3,-1.7,-5.5
CN1C(=O)NC(NC(=O)c2ccco2)(C(F)(F)F)C1=O (stereo unspecified),-6.2,3.0,-4.0,0.1,0.5,2.4,-2.7,4.5,9.0,2.2

# Structures listed so far marked active in ABHD4 inh.
SMILES	TCR-CD3 inh	LEDGF integ inh	HTRA1 inh	NR1D1 modulator	PRMT1 inh	PG9 binder	ABHD4 inh	MBD2 inh
CC(C)c1ccc(Nc2ccc(C(=O)O)cc2[N+](=O)[O-])cc1	2.6	-1.3	-0.8	9.3	-0.1	0.5	60.8*	-4.1

# Going on with the list:
SMILES,TCR-CD3 inh,LEDGF integ inh,HTRA1 inh,NR1D1 modulator,PRMT1 inh,PG9 binder,ABHD4 inh,UHRF1 MBD2 ctr,MBD2 inh,rCAG binder
Cc1ccc(NC(=O)C2CCN(S(=O)(=O)c3ccc4c(c3)C(C)(C)C(=O)N4C)CC2)c(C)c1,0.3,-2.6,3.2,1.7,-0.2,2.8,0.1,0.4,-0.8,1.3
Cc1cccc(N(C(=O)Cn2nnc3ccccc32)C(C(=O)NC(C)(C)C)c2ccsc2)c1C (stereo unspecified),2.6,0.2,-4.9,1.4,-7.0,-0.1,3.1,-3.2,-0.2,-4.6
CC(O)CNc1nc2ccccc2n1CC(=O)N1CCN(Cc2ccccc2)CC1 (stereo unspecified),-4.1,-4.8,1.1,0.3,2.0,-2.0,6.4,4.0,-1.0,3.4
Cc1ccc(S(=O)(=O)N2CCOCC2)cc1NC(=O)Cn1c(=O)ccn(Cc2ccccc2)c1=O,0.2,1.2,3.1,-0.5,-1.5,1.3,4.1,-2.6,14.4*,5.8
O=c1cc(-c2ccco2)oc2c1ccc1ccccc12,1.9,3.6,-9.7,-16.0,-2.9,3.8,-3.0,-12.2,0.5,9.3
CCCc1c(C(=O)NNc2cccc(Cl)c2)cnn1-c1ccccc1,3.7,-0.4,-6.6,1.2,1.9,0.4,-3.0,-3.9,-9.8,-5.7
